Bioassay records as filed in PubChem.
D2 ag: HTS Assay for Allosteric Agonists of the Human D2 Dopamine Receptor: Primary Screen for Agonists | HEK293 T-REx D2 cells, calcium flux agonist mode | activation, % at 2 µM | 340,000 compounds, 0.53% hits;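 active = activation over 3 SD above normal in the single-dose calcium agonist read, cut at about 30% in these data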; note: 0% is about no effect
Target sequence (P14416 whole entry, looked up): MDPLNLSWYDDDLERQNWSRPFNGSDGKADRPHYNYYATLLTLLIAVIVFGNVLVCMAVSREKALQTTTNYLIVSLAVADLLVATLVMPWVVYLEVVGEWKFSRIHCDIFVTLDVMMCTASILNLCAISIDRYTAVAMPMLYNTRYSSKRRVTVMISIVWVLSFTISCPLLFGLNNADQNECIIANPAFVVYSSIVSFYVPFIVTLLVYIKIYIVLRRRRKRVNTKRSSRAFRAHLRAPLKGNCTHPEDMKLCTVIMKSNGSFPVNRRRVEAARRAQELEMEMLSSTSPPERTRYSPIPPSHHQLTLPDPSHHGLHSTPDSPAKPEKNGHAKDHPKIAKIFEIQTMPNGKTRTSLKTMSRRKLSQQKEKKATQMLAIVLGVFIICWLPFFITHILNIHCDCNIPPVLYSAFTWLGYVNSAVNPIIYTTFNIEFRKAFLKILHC
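Calcium-flux readout, 1 cycle/sec over 180 s following compound pin transfer, in inducible HEK293 Trex D2 cells (force-coupled); dopamine controls included. Positive calcium responses during this window marked compounds as potential agonists.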
PI4K2A inh: qHTS for small molecular inhibitors of PI4K2A. purified PI4K2A, ADP-Glo luminescence, 1 h; hits give low values. activity change, negative = inhibition, % at 76.9 µM. 420,000 compounds, 0.13% hits; in the data active = activity change below about -50%;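 note: -100% = wells without enzyme as full effect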
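PI4K2A activity was measured by ADP-Glo luminescence: enzyme (4 ug/mL stock) and phosphatidylinositol (1.2 mM stock) in Tris pH 7.5/MgCl2/EGTA/Triton X-100 buffer were reacted with ATP (300 microM stock) for one hour at ambient temperature.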
rTrxR1 inhibitor: qHTS Assay for Inhibitors of Mammalian Selenoprotein Thioredoxin Reductase 1 (TrxR1): qHTS | 390,000 compounds, 1% hits | Potency, µM (titrated, usually from 114 µM), without a hit: at the highest dose activity change, negative = inhibition, usual class: inhibitors | AID 588453, 2011 | recombinant rTrxR1, NADPH fluorescence consumption, selenite substrate; note: potency is the fitted concentration of half-maximal effect; % is set by controls: 0 for no effect and ±100 for the full control effect; nearly all actives have a fitted effect of over 65% in size
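Rat TrxR1 (90 nM in the dispensed reagent) was pre-reduced with 400 uM NADPH for 5 min at room temperature, then incubated with compound for 15 min. After 400 uM selenite was added, NADPH fluorescence (Ex 340/Em 450 nm) was followed for 8 min.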
IDH1 R132H inh: qHTS for Inhibitors of mutant isocitrate dehydrogenase 1 (IDH1): qHTS. AID 602179, 2012. Isocitrate dehydrogenase [NADP] cytoplasmic (Homo sapiens), O75874. IDH1-R132H enzyme, NADPH consumption, diaphorase/resazurin fluorescence. Potency, µM (highest dose often 76.6 µM), inactives show at the highest dose activity change, negative = inhibition, most hits filed as inhibitors. 390,000 compounds, 0.093% hits; note: potency is the fitted concentration of half-maximal effect; % is set by controls: 0 for no effect and ±100 for the full control effect; nearly all actives have a fitted effect of over 65% in size
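IDH1-R132H (0.5 ug/mL dispensed) in pH 7.5 Tris buffer was preincubated 30 min with compound, then given a substrate mix of 0.016 mM NADPH and 2 mM alpha-KG for 80 min at room temperature; remaining NADPH was read by diaphorase/resazurin fluorescence.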
USP1 inh: Inhibitors of USP1/UAF1: Primary Screen; recombinant USP1/UAF1, Ub-Rhodamine cleavage fluorescence; Potency, µM (highest dose often 57.1 µM), without a hit: top-dose activity change, negative = inhibition, actives largely listed as inhibitors; 390,000 compounds, 0.23% hits; note: potency is the fitted concentration of half-maximal effect; % is set by controls: 0 for no effect and ±100 for the full control effect; nearly all actives have a fitted effect of over 60% in size; inactives centre near -12
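USP1/UAF1 complex (1 nM) preincubated 15 min at room temperature with compound, then Ub-Rho substrate (150 nM final) added. Kinetic fluorescence at 480/540 nm over 6 reads at 60 s intervals; 50 mM HEPES pH 7.8, 0.5 mM EDTA, 0.1 mg/ml BSA, 1 mM TCEP, 0.01% Tween-20.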
TrxR1 substrate: qHTS Assay for Substrates of Mammalian Selenoprotein Thioredoxin Reductase 1 (TrxR1): qHTS. Thioredoxin reductase 1, cytoplasmic (Rattus norvegicus), O89049. Potency, µM (doses to about 114 µM), for the others: at the top dose activity change, negative = substrate turnover. 390,000 compounds, 0.01% hits. purified TrxR1 substrate turnover, NADPH consumption readout; note: potency is the fitted concentration of half-maximal effect; % is set by controls: 0 for no effect and ±100 for the full control effect; nearly all actives have a fitted effect of over 50% in size
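Rat TrxR1, dispensed at 90 nM, was prereduced with 400 uM NADPH (final) for 5 min at ~22 deg C, then incubated with compound 15 min before 400 uM selenite. A first-read NADPH fluorescence drop versus no-compound background flagged substrates.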
TRHR ag: qHTS for Small Molecule Agonists and Allosteric Enhancers of Human TRH Receptor: Primary Screen for Agonists; Thyrotropin-releasing hormone receptor (Homo sapiens), P34981; TRHR cells, calcium flux fluo-8, FDSS agonist mode; activation, % at 2 µM; 360,000 compounds, 0.18% hits; AID 493084, 2011; in the data active = activation above about 30%; note: 0% is about no effect
Target sequence (P34981 whole entry, looked up): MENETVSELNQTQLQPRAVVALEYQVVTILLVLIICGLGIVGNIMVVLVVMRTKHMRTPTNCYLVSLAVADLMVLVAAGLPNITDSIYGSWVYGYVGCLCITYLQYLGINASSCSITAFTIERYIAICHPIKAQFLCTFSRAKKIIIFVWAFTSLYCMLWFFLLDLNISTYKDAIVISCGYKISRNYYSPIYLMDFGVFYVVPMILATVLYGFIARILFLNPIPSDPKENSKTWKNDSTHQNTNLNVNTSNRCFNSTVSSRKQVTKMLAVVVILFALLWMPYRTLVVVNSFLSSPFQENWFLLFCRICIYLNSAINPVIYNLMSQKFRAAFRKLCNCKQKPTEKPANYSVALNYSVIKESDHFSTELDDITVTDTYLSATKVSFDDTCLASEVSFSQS
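In this calcium-flux screen, cells bearing human TRHR are dye-loaded with fluo-8, baselined for 10 cycles, then exposed to library compounds; positive kinetic calcium responses during the agonist phase mark hits, with TRH as control.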
D2 antag: HTS Assay for Allosteric Antagonists of the Human D2 Dopamine Receptor: Primary Screen for Antagonists; inhibition, % at 10 µM; AID 485344, 2010; 340,000 compounds, 2% hits; D(2) dopamine receptor (Homo sapiens), P14416; HEK293 TREx D2 cells, calcium flux, dopamine EC80; in the data active = inhibition above about 30%; note: 0% is about no effect
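Overnight-induced (tetracycline, 30 C) HEK293 T-REx cells carrying force-coupled D2 receive a no-wash calcium dye, then compound, then EC80 dopamine at 180 s; signals are read kinetically throughout.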
TRHR PAM: qHTS for Small Molecule Agonists and Allosteric Enhancers of Human TRH Receptor: Primary Screen for Enhancers; Thyrotropin-releasing hormone receptor (Homo sapiens), P34981; 360,000 compounds, 0.66% hits; enhancement, % at 2 µM; AID 493056, 2011; TRHR cells, fluo-8 calcium fluorescence, EC20 TRH enhancement; in the data active = enhancement above about 30%; note: 0% is about no effect
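TRHR-expressing cells loaded with fluo-8 calcium dye were read kinetically (ex 480/em 530) during compound addition, then stimulated with an EC20 of TRH (10 nM final). Enhancement of the Gq-mediated intracellular calcium response was scored.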
* = called active by the depositor; / = no result given; [ ] = another dose, or the depositor's remark. Unless noted, calls come from the whole dose curve; as a rule, active = well fitted inhibition curve with a large enough effect; inconclusive = small, poorly fitted or top-dose-only effect; inactive = no such curve, though single readings can be large or run the other way.

1. CCc1ccc(-c2cn3c(n2)sc2cc(C(=O)NCC(C)c4ccccc4)ccc23)cc1 (stereo unspecified)
2. CCCCc1cc(=O)oc2cc(C)cc(OCC(=O)NCc3ccccn3)c12
3. Cc1cc(C)n(-c2cc(N3CCN(S(=O)(=O)c4ccc(C)c(C)c4)CC3)ccc2[N+](=O)[O-])n1
4. CCOC(=O)c1c(NC(=O)Cn2nc(C(=O)O)c3ccccc3c2=O)sc(C)c1C
5. CC1(C)Cc2cccc(OCC(=O)N3CCN(c4ccc([N+](=O)[O-])cc4)CC3)c2O1
6. COc1ccc(CCNC(=O)CN2CCN(c3cccc(C(F)(F)F)c3)CC2)cc1
entry no.	1	2	3	4	5	6
D2 ag	-0.3	-0.7	/	1.0	0.8	0.3
PI4K2A inh	-1	-6	-1	-2	6	-3
rTrxR1 inhibitor	16%	8%[57.1 µM]	-1%	28%	-12%	15%
IDH1 R132H inh	-14%	-12%	0%	3%	-1%	12%
USP1 inh	-8%	-11%	-21%	-11%	-12%	-17%
TrxR1 substrate	9%	28%[57.1 µM]	-3%	-4%[0.0914 µM]	-12%	2%
TRHR ag	-0.2	-0.7	/	0.6	0.5	-0.3
D2 antag	/	-6	/	-4	3	15
TRHR PAM	-1	-2	/	2	-3	13

7. COc1cc(C2NC(=O)NC(C)=C2C(=O)OCC2CCCCC2)ccc1O (stereo unspecified)
8. Cn1c(=O)c2c(ncn2CCOc2cccc(Br)c2)n(C)c1=O
9. Cc1cc(NC(=O)CCC(=O)N(c2cccc(F)c2)C(C(=O)NC2CCCC2)c2ccncc2)no1 (stereo unspecified)
10. COC(=O)c1c(NC(=O)COc2ccc(Cl)cc2Cl)sc2c1CC(C)(C)NC2(C)C
11. Cc1cc(C)c2c(=O)[nH]c(SCC(=O)N(C)C)nc2n1
12. O=C(CSc1nnc2ccccn12)Nc1ccc2c(c1)OCCO2
entry no.	7	8	9	10	11	12
D2 ag	1.0	2.0	0.0	0.0	0.4	-0.3
PI4K2A inh	2	-1	-14	-3	-4	-6
rTrxR1 inhibitor	24%	-2%	4%	-2%	13%	11%[11.4 µM]
IDH1 R132H inh	1%	3%	-18%	-6%	9%	6%
USP1 inh	-25%	-13%	-1%	-11%	8%	-7%
TrxR1 substrate	6%	-2%	-5%	3%	24%	9%[57.1 µM]
TRHR ag	1.7	0.0	-0.1	0.3	-0.3	-0.3
D2 antag	9	-17	-12	-2	-1	-2
TRHR PAM	4	-3	7	-1	-1	-3

Part of the list above, limited to USP1 inh, TRHR ag and D2 antag:
cpd | smiles | USP1 inh | TRHR ag | D2 antag
9 | Cc1cc(NC(=O)CCC(=O)N(c2cccc(F)c2)C(C(=O)NC2CCCC2)c2ccncc2)no1 (stereo unspecified) | -1% | -0.1 | -12
11 | Cc1cc(C)c2c(=O)[nH]c(SCC(=O)N(C)C)nc2n1 | 8% | -0.3 | -1
7 | COc1cc(C2NC(=O)NC(C)=C2C(=O)OCC2CCCCC2)ccc1O (stereo unspecified) | -25% | 1.7 | 9

Along the list, as entered above:
D2 ag, nos. 7–12 → 1.0, 2.0, 0.0, 0.0, 0.4, -0.3
TRHR PAM, nos. 7–12 → 4, -3, 7, -1, -1, -3
IDH1 R132H inh, nos. 7–12 → 1%, 3%, -18%, -6%, 9%, 6%

(listing goes on)
13. CC(C)Oc1ccc(S(=O)(=O)N2CCOCC2)cc1NC(=O)C1CSC2(C)CCC(=O)N12 (stereo unspecified)
14. CCCCN(CC)C(=O)CN1C(=O)c2ccccc2C1=O
15. Cc1cccc(OCC(=O)N2CCN(S(C)(=O)=O)CC2)c1
16. COc1ccc(/C=C/C(=O)OCCCN(C)C)cc1
17. O=C(Nc1ccccc1)/C(=C/c1ccccc1)c1ccccc1
18. O=C(Nc1cc(=O)[nH]c(=O)[nH]1)c1cccc(Br)c1
entry no.	13	14	15	16	17	18
D2 ag	-0.1	-0.4	0.4	0.3	0.7	0.2
PI4K2A inh	1	1	0	-1	-1	-6
rTrxR1 inhibitor	0%	18%[57.1 µM]	21%[57.1 µM]	9%[57.1 µM]	16%[57.1 µM]	19%[57.1 µM]
IDH1 R132H inh	-1%	2%	2%	4%	1%	4%
USP1 inh	-9%	-8%	-10%	-18%	-18%	2%
TrxR1 substrate	1%	-3%	-1%[57.1 µM]	3%[57.1 µM]	3%	14%
TRHR ag	-0.4	0.5	-0.6	0.5	0.8	-0.6
D2 antag	-6	9	6	3	-29	-22
TRHR PAM	17	10	-3	3	-1	9

19. O=C(CSc1ccc(Cl)cc1)N1N=CCC1c1ccccc1 (stereo unspecified)
20. Cc1nc(C)c(Oc2cccc(C(F)(F)F)c2)c(=O)[nH]1
21. O=C(CSc1nnc(-c2ccc(Br)cc2)n1C1CCCCC1)N1CCCC1
22. CC12CCC(=O)N1C(C(=O)Nc1ccc(Br)cc1Cl)CS2 (stereo unspecified)
23. COc1ccc(N(CC(=O)NCc2ccc(C)cc2)S(=O)(=O)c2c(C)nn(C)c2C)cc1
24. COc1ccc(Br)cc1C(=O)NC(=S)Nc1ccc(CN2CCOCC2)cc1
entry no.	19	20	21	22	23	24
D2 ag	-0.8	0.4	-1.6	-0.3	1.1	1.5
PI4K2A inh	-4	2	-6	3	3	0
rTrxR1 inhibitor	-10%[57.1 µM]	20%[57.1 µM]	19%[57.1 µM]	-13%	3%	-18%
IDH1 R132H inh	-5%	-4%	2%	4%	-10%	-8%
USP1 inh	7%	-11%	-17%	-4%	-2%	-19%
TrxR1 substrate	-1%[57.1 µM]	2%[57.1 µM]	7%[57.1 µM]	-9%	6%	-6%
TRHR ag	-0.7	0.6	-0.3	-1.3	-0.9	1.8
D2 antag	9	4	1	-6	-7	-11
TRHR PAM	-2	5	-13	6	-1	2

25. O=C(Nc1ncccn1)c1cc(-c2ccc(F)cc2)nc2ccccc12
26. O=C(COC(=O)c1ccc(Br)o1)Nc1cccc(S(=O)(=O)N2CCCCC2)c1
27. CCOC(=O)C1C(C(=O)OC)=C(C2=CCCCC2)c2ccccc2N1S(=O)(=O)C(F)(F)F (stereo unspecified)
28. COCC1CCN(C(=O)CC2C(=O)NCCN2Cc2cccc(Oc3ccccc3)c2)CC1 (stereo unspecified)
29. FC(F)(F)c1ccc(Oc2ccc3ccccc3c2Br)nc1
30. Cn1c(=O)n(C)c2cc(NC(=O)c3ccc(F)cc3)ccc21
entry no.	25	26	27	28	29	30
D2 ag	1.9	/	/	0.0	-0.6	-0.3
PI4K2A inh	2	-5	-2	2	-2	3
rTrxR1 inhibitor	19%	6%	19%	-13%	15%[57.1 µM]	-11%
IDH1 R132H inh	-9%	-8%	11%	-3%	5%	-2%
USP1 inh	-8%	-1%	-21%	-21%	-10%	-1%
TrxR1 substrate	2%	-1%	5%	10%	6%[57.1 µM]	-9%
TRHR ag	1.1	/	/	-0.6	0.4	0.1
D2 antag	-16	/	/	17	1	-2
TRHR PAM	-2	/	/	1	1	-4

31. O=C(Nc1ccc(S(=O)(=O)N2CCN(Cc3ccccc3)CC2)cc1)c1cnccn1
32. O=[N+]([O-])c1ccc(C2OCCO2)cc1CS(=O)(=O)c1ccccc1
33. CC(C)[C@H](NC(=O)c1ccc(Cl)c([N+](=O)[O-])c1)C(=O)NCc1ccc(F)cc1
34. Cc1ccc(C(=O)NCCc2nnc3ccc(N4CCCC4)nn23)cc1
35. CCCc1noc(-c2ccc(NCc3ccc(C)cc3)c([N+](=O)[O-])c2)n1
36. Cc1ccc(C(=O)Nc2ccc(OCc3cc(=O)n4c5c(sc4n3)CCCC5)cc2)cc1
entry no.	31	32	33	34	35	36
D2 ag	11	2.2	0.6	0.7	1.5	-0.5
PI4K2A inh	0	-2	1	-3	0	-9
rTrxR1 inhibitor	-11%	7%[57.1 µM]	20%	1%	10%	5%
IDH1 R132H inh	-2%	11%	5%	2%	4%	13%
USP1 inh	-17%	-5%	-12%	-17%	-8%	-19%
TrxR1 substrate	8%	-2%[57.1 µM]	9%	-3%	-5%	2%
TRHR ag	0.4	0.0	-1.0	-0.2	0.0	0.1
D2 antag	-2	-18	-6	-19	/	/
TRHR PAM	-9	0	-5	2	0	-9

37. COc1ccccc1CN1CC(C(=O)NCc2ccc(N3CCCC3=O)cc2)CCC1=O (stereo unspecified)
38. Cc1ccccc1NC(=O)/C(C#N)=C/c1ccccc1C(F)(F)F
39. CN(C(=O)Cn1nc(C(=O)O)c2ccccc2c1=O)C1CCCCC1
40. O=C(CCNC(=O)c1ccc(Br)cc1)Nc1ccccc1N1CCCCC1
41. S=C1NC[C@H](CC2CCCCC2)N1CCCCC1CCCCC1
42. Fc1c(F)c(F)c(NC2=NCCCCC2)c(F)c1F
entry no.	37	38	39	40	41	42
D2 ag	1.2	0.4	/	1.8	0.2	-1.0
PI4K2A inh	7	5	-7	-2	1	0
rTrxR1 inhibitor	33%	-13%	0%[57.1 µM]	-5%[57.1 µM]	22%	23%
IDH1 R132H inh	9%	2%	-1%	-1%	3%	0%
USP1 inh	-10%	-22%	-1%	-20%	-14%	6%
TrxR1 substrate	-1%	-12%	4%[57.1 µM]	-3%[57.1 µM]	-3%	1%
TRHR ag	0.2	0.7	/	-0.3	0.3	-0.4
D2 antag	-16	-1	/	-4	4	-4
TRHR PAM	7	4	/	-2	-3	-2
